TAG inh – triacylglycerol accumulation inhibition; H9c2 cells, Nile Red lipid (TAG) fluorescence; cells loaded with 200 µM oleic acid; AID 651582; 230,000 tested, 0.66% active; inhibition, % at 12.5 µM;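 active = pattern-corrected inhibition of lipid staining of at least 50% with the nuclear-stain viability signal not falling by more than 50%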;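 also: 0% = DMSO wells and 100% = triacsin C control wells; some results filed as inactive read as strong as hits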
TAG inh DAPI viability – further read-out of TAG inh, marked with its call; DAPI nuclei signal change (viability), lower = more cytotoxic, %;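 whole-well DAPI fluorescence read on a plate reader as a viability signal; minus 50 percent equals half of cells still viable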
The depositor's hits bear a star. These rows are one share of the data; the hit share may differ from the screen's.

SMILES | TAG inh | TAG inh DAPI viability
O=C(COC(=O)CC1CCCC1)Nc1cc2c(cc1Cl)C(=O)c1ccccc1C2=O | -11 | -1
COC(=O)/C(=C/c1ccco1)NC(=O)c1ccc(Br)o1 | 4 | -6
O=C(O)c1c2c(nc3ccccc13)/C(=C/c1ccc(O)cc1)CC2 | -8 | -5
NC(=O)Cc1ccc(C(=O)c2ccccc2F)s1 | -14 | 2
O=C(COc1ccccc1[N+](=O)[O-])NC1CC1 | -5 | -1
O=C(c1ccc(OCC2CCCO2)cc1)N1CCc2ccccc2C1 (stereo not drawn) | -15 | 7
N[C@@H](CCC(=O)N[C@@H](CSN=O)C(=O)NCC(=O)O)C(=O)O | 1 | -3
Cc1cc(C)n(Cc2ccccc2Cl)n1 | 7 | -10
O=C(COC(=O)c1cc(=O)[nH]c(=O)[nH]1)Nc1ccccc1F | -3 | 6
CC(=O)Nc1ccc(NC(=O)c2cc(C3CC3)nc3c2cnn3C(C)C)cc1 | 2 | 6
O=c1c(-c2ccc([N+](=O)[O-])cc2)coc2c(O)c(O)ccc12 | 0 | 3
CC(C)C(=O)NNC(=O)c1csc(-c2cccs2)n1 | -11 | 6
Cc1cc(NC(=O)CSc2ccc3c(c2)OCCO3)no1 | 7 | -1
COc1ccc(CC(=O)N[C@@H]2c3ccccc3CC[C@H]2OCc2ccccc2)cc1 | 13 | -4
OC(CNCc1cccc(Cl)c1)c1ccccc1 (stereo not drawn) | 2 | -1
Cc1cc(N)n(-c2ccc(C(=O)O)cc2)n1 | 9 | -5
CN1C(C(=O)NCc2ccco2)CC2Cn3c(nc4cc(Cl)c(Cl)cc43)C21 (stereo not drawn) | -1 | 5
COc1ccc(S(=O)(=O)Nc2cc3c4c(c2)CC(=O)N4CCC3)cc1 | -1 | -5
CCCNC(=O)c1nn2cc(Br)cnc2c1Cl | 18 | -12
CCOC(=O)c1nnn(-c2ccc([N+](=O)[O-])cc2)c1C | 5 | -5
Clc1ccc(NNc2ccnc3cc(Cl)ccc23)cc1 | 38 | -5
CSc1ccc(NC(=O)C2(C)CCN2C(=O)c2sccc2C)cc1 (stereo not drawn) | -21 | 2
Cc1ccnc(NC(=O)CSc2ccccn2)c1 | -3 | -7
COc1ccc(OC)c(NC(=O)C2(C)CCN2Cc2ccc(OC)c3ccccc23)c1 (stereo not drawn) | -21 | 4
O=C(c1cc2c(F)cccc2s1)N1CCCC1 | -6 | 9
Cc1ccc(Cl)cc1N1CCN(S(=O)(=O)c2ccc3c(c2)NC(=O)C(C)C(=O)N3)CC1 (stereo not drawn) | 16 | -4
Cc1csc2c(N3CCN(C(=O)Nc4ccc(OC(F)(F)F)cc4)CC3)ncnc12 | 0 | -9
OCCN1CCN(c2ncnc3ccc(Br)cc23)CC1 | -4 | 1
COc1ccc(CNC(=O)C2CCN(c3nc(-c4ccccc4)nc4c3CCC4)CC2)cc1 | 52* | -3.5*
CCOC(=O)CS(=O)(=O)CC(=O)Nc1ccc([N+](=O)[O-])cc1OC | 102 | -72
CCCCCOC(=O)C1=C(C)NC(=O)NC1c1ccccc1 (stereo not drawn) | 4 | -12
CC(C)(C)OC(=O)[C@H](CCCCN)NC(=O)c1nc[nH]c1C(=O)NCCCCCN | 7 | 6
O=C(NCCc1ccccc1)C(=Cc1ccc(C(=O)O)cc1)C(=O)NCCc1ccccc1 | 20 | -10
O=C(NCCCN1CCOCC1)c1ccc(NS(=O)(=O)c2ccccc2)cc1 | 7 | 3
COc1ccc(NC(=O)C(NC(=O)CNC(C)=O)c2ccc(C)cc2)cc1 (stereo not drawn) | 4 | 2
CC(/C=N/Nc1ccc2nncn2n1)=C\c1ccccc1 | 14 | -3
CCc1noc(C)c1C(=O)N(CCCOC)c1c(N)n(Cc2ccccc2)c(=O)[nH]c1=O | -15 | -3
COc1ccc(NC(=O)C2CC(=O)N(c3cccc(C)c3C)C2)cc1 (stereo not drawn) | -12 | -1
COC(=O)c1sc(NC(=O)c2ccoc2C)nc1C | 8 | -2
O=[N+]([O-])c1ccc(S(=O)(=O)NCC(c2cccnc2)N2CCOCC2)cc1 (stereo not drawn) | 8 | -12
CCN1C(=O)[C@@H]2[C@@H](c3ccc(-c4ccc(F)cc4)c(OC)c3)N3CCCC[C@@]3(C(=O)OC)[C@@H]2C1=O | 14 | 6
[O-][n+]1cccc(C(O)c2ccccc2)c1 (stereo not drawn) | 5 | -6
O=C(O)C1CCCN1c1nc(-c2ccc(Cl)c(Cl)c2)cc(C(F)(F)F)n1 (stereo not drawn) | 18 | -1
O=C(Cn1cnc2cc([N+](=O)[O-])ccc2c1=O)NCc1ccccc1 | -21 | 10
O=C(Nc1cc(Cl)ccc1N1CCCC1)C1=COCCO1 | -17 | 9
Cc1ccccc1Nc1nc(Cl)c(C=O)s1 | 1 | 12
COc1ccc(CNC(=O)CSCc2cnn(-c3ccccc3)c2-n2cccc2)cc1 | 5 | -7
CCCCn1c(=O)c(C(=O)OCC)c(O)c2ccccc21 | -3 | 10
COc1cc2c(cc1OC)CN(CC(=O)Nc1ccc(C#N)cc1)CC2 | 3 | 19
CCCCCCC1CC(=CN(C)C)C(=O)O1 (stereo not drawn) | -12 | 0

Pulled by compound from above (2):
SMILES | TAG inh | TAG inh DAPI viability
O=C(Cn1cnc2cc([N+](=O)[O-])ccc2c1=O)NCc1ccccc1 | -21 | 10
Cc1ccccc1Nc1nc(Cl)c(C=O)s1 | 1 | 12

More structures.
SMILES | TAG inh | TAG inh DAPI viability
Cc1c(Cl)cccc1NC(=S)NC(=O)c1ccccc1 | -41 | -9
COc1cc(NS(=O)(=O)c2ccc(NC(=S)NC(=O)c3ccco3)cc2)nc(OC)n1 | -1 | 3
COC(=O)c1ccc(COc2ncnc3sccc23)cc1 | -10 | 9
Cc1ccc(N=Nc2c(C)[nH]n(-c3ccccc3)c2=O)cc1 | 1 | 3
CC(C)NS(=O)(=O)c1ccc(OCC(=O)N2CCN(c3ccccc3)CC2)cc1 | 24 | -12
Cc1cccc(Cl)c1NC(=O)N1CCCN(c2ncccc2[N+](=O)[O-])CC1 | 4 | -4
CCN(CC)S(=O)(=O)c1ccccc1/C=N\O | -6 | 3
COCCn1c(=O)[nH]c2cc(C(=O)NCC3CCCO3)ccc2c1=O (stereo not drawn) | 15 | -5
BrC(/C=N/N1CCN(Cc2ccccc2)CC1)=C/c1ccccc1 | -14 | 0
CCN(Cc1nc2cc(Cl)ccc2c(=O)[nH]1)C(=O)c1cc2c(s1)CCCCC2 | 7 | 5
C[C@@H]1CC[C@H](Cc2ccc(-n3cccc3)cc2)N1C(=O)OC(C)(C)C | -9 | 2
CN(C)c1cc[n+](CC(=O)N2c3ccccc3Sc3ccccc32)cc1 | -18 | 1
CCOCc1c(C(=O)NCC(c2ccco2)N2CCCC2)oc2ccccc12 (stereo not drawn) | 3 | -7
OCCC1CN(Cc2cnc(-c3ccc(Cl)cc3)nc2)CCN1C1CCCCC1 (stereo not drawn) | 17 | -6
CCOC(=O)c1sc(N)nc1C(C)C | -11 | -2
Cc1cc(C(=O)NCC(=O)Nc2c(C)cccc2C)c(C)o1 | 1 | 5
CCOC(=O)Nc1ccccc1N1C(=O)c2ccccc2C1=O | -2 | -3
Cn1cc(Br)c(C(=O)NN2C(=O)C3C(C2=O)C2C=CC3C23CC3)n1 (stereo not drawn) | 3 | -2
O=C(N/N=C\c1ccc(-c2ccccc2[N+](=O)[O-])o1)C1COc2cc3ccccc3cc2O1 (stereo not drawn) | -7 | -3
Cc1ccc(C(=O)OCC(=O)NC(=O)c2cccn2C)cc1[N+](=O)[O-] | -4 | 0
Cc1ccc(C)c(S(=O)(=O)Nc2ccc(C(=O)NCCCN3CCOCC3)cc2)c1 | 8 | 5
CCOC(=O)CSc1ncnc2c1cnn2-c1ccc(C)cc1C | 2 | -2
Cc1nc2ccc(N)cc2c(=O)n1Cc1ccc(Cl)cc1 | -106 | 12
Cc1cc(CNC(=O)c2cccc(OC3CCN(S(=O)(=O)N(C)C)CC3)c2)on1 | 9 | -2
COC(=O)c1ccc(OCCN2C3=NCCN3c3ccccc32)cc1 | 28 | -4
O=C(NCC(c1ccco1)N1CCN(c2ccccc2)CC1)c1ccc2c(c1)OCO2 (stereo not drawn) | -10 | 5
Cc1cc(S(=O)(=O)N(C)CCc2ccccc2)ccc1-n1cnnn1 | -3 | -4
COc1cccc(/C=N/NC(=S)Nc2cccc(S(=O)(=O)N(C)C)c2)c1 | -6 | 2
COc1ccc(C=C(C(C)=O)C(C)=O)cc1OC | 2 | -12
CCOC(=O)c1c(NC(=O)C2c3ccccc3Oc3ccccc32)sc(C(N)=O)c1C | -11 | 140
COc1ccc(-c2csc(NC(=O)CCNC(=O)c3ccco3)n2)cc1 | -6 | -4
Cn1nc(C(C)(C)C)cc1C(=O)N1CCCCC1c1cc(C(=O)Nc2ccc3c(c2)OCO3)no1 (stereo not drawn) | -8 | -2
CCCn1c(N)c(C(=O)COc2ccc(Br)cc2F)c(=O)n(C)c1=O | -1 | -8
CCOc1cc(-c2ccccc2)nc(N)n1 | -20 | 5
Cc1nc2sc3c(c2c(=O)n1NC(=O)CCl)CCCC3 | -4 | 10
CNC[C@H]1Oc2c(NS(=O)(=O)c3ccc(OC)cc3)cccc2C(=O)N([C@H](C)CO)C[C@H]1C | -9 | -6
CCCNC(=S)N1CCN(c2nc(-c3cccc(OC)c3)cs2)CC1 | 2 | 8
COC(=O)c1cc(C)sc1NC(=O)CC1Nc2ccccc2NC1=O (stereo not drawn) | 5 | -7
CCOc1c2ccc(C(=O)NCc3ccc4c(c3)OCO4)cc2nn1CC | 19 | 6
CC(SCc1ccccc1)C(=O)Nc1ccccc1Br (stereo not drawn) | -13 | 1

Some values from the list.
CCCNC(=S)N1CCN(c2nc(-c3cccc(OC)c3)cs2)CC1 in TAG inh = 2
COC(=O)c1cc(C)sc1NC(=O)CC1Nc2ccccc2NC1=O (stereo not drawn) in TAG inh DAPI viability = -7
CCOc1cc(-c2ccccc2)nc(N)n1 in TAG inh = -20

New compounds follow:
SMILES | TAG inh | TAG inh DAPI viability
Cc1ccccc1N1CC(C(=O)N2CCCCCC2)CC1=O (stereo not drawn) | 5 | 11
COc1ccc(CCNC(=O)Nc2nnc([C@H]3C[C@H](O)[C@@H](CO)O3)s2)cc1OC | -6 | 9
CC1(C)CC(=O)N(CC(=O)NCc2ccccc2)c2ccccc2S1(=O)=O | -2 | 1
CC(=O)c1ccc(S(=O)(=O)NCCC(=O)NCCc2c[nH]c3ccccc23)cc1 | 11 | 0
O=C(Nc1ccccc1Cl)c1cc(C2CCCCN2C(=O)CCCc2ccccc2)on1 (stereo not drawn) | -12 | 1
COc1ccc(CN(C)C(=O)c2cccc(S(=O)(=O)N3CCc4ccccc43)c2)c(OC)c1 | -2 | 0
COc1ccc(S(=O)(=O)N2CCCCC2)cc1NC(=O)Cc1sc(C)nc1-c1ccc(F)cc1 | -16 | -7
Cc1nc2c(-c3ccccc3)c(C)nn2c(C)c1CC(=O)O | -13 | 17
COc1ccc(CCC(=O)NCCc2cn3c(C)csc3n2)cc1 | 8 | -7
N#CC(=C1CCCC1)c1nc(-c2ccc(Cl)cc2)cs1 | 7 | -6
COc1ncnc(-c2ccccc2)c1-c1ccccc1 | -3 | 1
O=[N+]([O-])c1cc(Cl)c2cccnc2c1O | 10 | 1
O=C(Cc1ccsc1)NCc1ccccc1F | -21 | 12
CCN(CC)S(=O)(=O)c1cccc(C(=O)NCc2ccccc2)c1 | -1 | -2
CC(C)OC(=O)CC(=O)CSc1nc2c(cc1C#N)CCCC2 | -2 | -18
CCc1nnc(NC(=O)CSc2nnc(-c3ccccc3OC)n2-c2ccccc2)s1 | 3 | 1
COc1cc(S(=O)(=O)NC2CCCCC2)c(C)cc1C | -23 | -4
O=C(O)COc1ccccc1C1C2C(=O)N(c3ccc(F)cc3)C(=O)C2ON1c1ccccc1 (stereo not drawn) | 5 | -1
N#Cc1ccc(C(=O)Nc2cccc(NC(=O)c3ccco3)c2)c(F)c1 | 14 | 6
Oc1ccccc1Oc1ncc(Br)c(N2CCOCC2)n1 | 6 | 8
CNC(=S)N(Cc1ccc(OC)cc1)C1CC(=O)N(c2ccc(Cl)cc2)C1=O (stereo not drawn) | 7 | -1
CCSc1ncc(/C=N/Nc2ccc(F)cc2)n1C | -11 | 0
N#CCOC(=O)C1CCN(S(=O)(=O)c2ccc3c(c2)OCCO3)CC1 | 6 | -1
CN(C)S(=O)(=O)c1cccc(C(=O)OCC(=O)N2c3ccccc3NC(=O)C2(C)C)c1 | 17 | -2
COc1ccc(NC2=C(Cl)C(=O)N(CCc3ccccc3)C2=O)cc1 | -25 | 7
O=C(NNC(=O)c1ccccc1-n1cccc1)c1ccccc1 | 21 | -9
CCCN(CCC)C(=O)c1ccccc1C(=O)N(CCC)CCC | -36 | 11
COc1ccc(S(=O)(=O)N2CCCCCC2)cc1C(=O)N(C)Cc1cccs1 | -1 | -5

Structural class: the compounds so far with a thiophene ring, fused or not.
SMILES | TAG inh | TAG inh DAPI viability
NC(=O)Cc1ccc(C(=O)c2ccccc2F)s1 | -14 | 2
CC(C)C(=O)NNC(=O)c1csc(-c2cccs2)n1 | -11 | 6
CSc1ccc(NC(=O)C2(C)CCN2C(=O)c2sccc2C)cc1 (stereo not drawn) | -21 | 2
O=C(c1cc2c(F)cccc2s1)N1CCCC1 | -6 | 9
Cc1csc2c(N3CCN(C(=O)Nc4ccc(OC(F)(F)F)cc4)CC3)ncnc12 | 0 | -9
COC(=O)c1ccc(COc2ncnc3sccc23)cc1 | -10 | 9
CCN(Cc1nc2cc(Cl)ccc2c(=O)[nH]1)C(=O)c1cc2c(s1)CCCCC2 | 7 | 5
CCOC(=O)c1c(NC(=O)C2c3ccccc3Oc3ccccc32)sc(C(N)=O)c1C | -11 | 140
Cc1nc2sc3c(c2c(=O)n1NC(=O)CCl)CCCC3 | -4 | 10
COC(=O)c1cc(C)sc1NC(=O)CC1Nc2ccccc2NC1=O (stereo not drawn) | 5 | -7
O=C(Cc1ccsc1)NCc1ccccc1F | -21 | 12
COc1ccc(S(=O)(=O)N2CCCCCC2)cc1C(=O)N(C)Cc1cccs1 | -1 | -5

Assay outcomes as filed in PubChem.
